Tau filament bind – tau filament binding; Potency, µM (series often up to 57.1 µM), inactives show at the highest dose activity change, negative = inhibition; AID 596; hit rate 2% among 71,000; recombinant tau filaments, thioflavin S fluorescence, 15 h; filaments grown with octadecylsulfate alongside compound;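 also: potency is read from the fitted curve at half-maximal effect; % is scaled to controls: 0 for no effect and ±100 for the full control effect; actives lower thioflavin S fluorescence by blocking filaments or displacing dye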
Target sequence (P10636 whole entry, looked up): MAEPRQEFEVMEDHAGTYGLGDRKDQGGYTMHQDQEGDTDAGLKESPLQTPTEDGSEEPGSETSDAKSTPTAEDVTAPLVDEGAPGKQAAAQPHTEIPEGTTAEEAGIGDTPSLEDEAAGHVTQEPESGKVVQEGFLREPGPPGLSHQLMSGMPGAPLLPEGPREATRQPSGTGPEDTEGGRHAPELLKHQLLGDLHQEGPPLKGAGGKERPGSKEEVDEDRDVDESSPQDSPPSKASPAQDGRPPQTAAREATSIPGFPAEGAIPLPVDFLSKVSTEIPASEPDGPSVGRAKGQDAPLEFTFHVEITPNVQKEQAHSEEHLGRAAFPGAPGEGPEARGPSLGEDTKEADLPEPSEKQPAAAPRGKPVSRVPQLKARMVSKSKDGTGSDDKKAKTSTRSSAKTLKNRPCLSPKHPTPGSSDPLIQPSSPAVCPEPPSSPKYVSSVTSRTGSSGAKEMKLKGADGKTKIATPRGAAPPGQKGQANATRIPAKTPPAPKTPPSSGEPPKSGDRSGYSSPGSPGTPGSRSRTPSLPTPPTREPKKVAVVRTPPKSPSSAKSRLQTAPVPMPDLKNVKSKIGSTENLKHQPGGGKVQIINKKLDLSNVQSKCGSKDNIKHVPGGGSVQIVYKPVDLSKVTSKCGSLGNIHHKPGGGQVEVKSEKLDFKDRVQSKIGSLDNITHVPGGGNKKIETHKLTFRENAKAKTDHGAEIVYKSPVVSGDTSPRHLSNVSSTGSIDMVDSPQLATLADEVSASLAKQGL
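Tau 2 uM in ThS buffer dispensed; compound added; 60 uM ODS added (finals 1 uM tau, 30 uM ODS); 15 h 37 C; fluor ex450/em510.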
TexasRed autofl – compound fluoresces in the Texas Red spectral region; Compound fluorescence, Texas Red channel, 547/618 nm; active compounds read high; max dye-equivalent concentration, M; hit rate 0.06% among 59,000; in the data active = max dye-equivalent concentration above about 10 nM; inconclusive = between about 1.1 nM and that limit
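Spectral interference profiling: each compound concentration's relative fluorescence, read with a 547 nm excitation and 618 nm emission filter pair, was normalized to a per-plate Texas Red standard curve.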
Rhodamine fluor – rhodamine region autofluorescence; Rhodamine-region fluorescence, 547/598 nm, Tris buffer; active compounds read high; max dye-equivalent concentration, M; hit rate 0.05% among 59,000; AID 594; in the data active = max dye-equivalent concentration above about 11 nM; inconclusive = between about 1.1 nM and that limit
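Steps: pin-transfer compounds into pH 8.0 Tris (100 mM), hold 15 min at room temperature, image with a 547/598 nm filter pair, and convert intensities to rhodamine-equivalent concentration using a six-point on-plate rhodamine series.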
4-MU autofl – 4-MU region autofluorescence; compound autofluorescence, 340/450 nm, 4-MU equivalents; active compounds read high; max dye-equivalent concentration, M; hit rate 11% among 59,000; AID 589; in the data active = max dye-equivalent concentration above about 10 nM; inconclusive = mostly about 1.1 nM to 9.6 nM
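Intrinsic fluorescence at 340/450 nm (ex/em) was read after 15 min at room temperature in pH 8.0, 100 mM Tris. Each compound concentration expressed as 4-MU-equivalent concentration from a six-point 4-MU standard series on each plate.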
Fluorescein autfl – compound autofluorescence in fluorescein spectral region; hit rate 0.91% among 59,000; AID 593; Compound autofluorescence, 480/540 nm, fluorescein-equivalent; active compounds read high; max fluorescein-equivalent concentration, M; in the data active = max fluorescein-equivalent concentration above about 10 nM; inconclusive = between about 1.1 nM and that limit
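Compounds (23 nL) in 100 mM Tris pH 8.0, 15 min at room temperature, then fluorescence read at 480 nm excitation/540 nm emission. Signal converted to fluorescein-equivalent concentration from an on-plate fluorescein standard curve.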
Caspase-7 inhib – caspase-7 (human) inhibition, allosteric or competitive; P55210; recombinant caspase-7, Ac-DEVD-AFC fluorescence rate; Potency, µM (series often up to 57.5 µM), for the others: at the highest dose activity change, negative = inhibition, actives largely listed as inhibitors; hit rate 0.02% among 75,000; AID 889; active = well fitted inhibition curve with a large enough effect in the main read-out, with a control signal flat, not every such curve was filed as active; inconclusive = small, poorly fitted or top-dose-only effect, or a change in a side signal; also: potency is read from the fitted curve at half-maximal effect; % of control where 0% means no effect
Target sequence (P55210 24-198 limits assumed): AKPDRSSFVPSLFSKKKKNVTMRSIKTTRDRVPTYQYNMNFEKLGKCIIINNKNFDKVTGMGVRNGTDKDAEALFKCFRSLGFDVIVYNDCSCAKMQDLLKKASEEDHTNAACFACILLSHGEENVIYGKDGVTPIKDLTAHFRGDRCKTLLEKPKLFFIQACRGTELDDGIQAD
Target sequence (P55210 207-303 limits assumed): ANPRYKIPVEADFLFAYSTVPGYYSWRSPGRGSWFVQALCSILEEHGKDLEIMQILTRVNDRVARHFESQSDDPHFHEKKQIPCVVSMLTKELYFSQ
Caspase-1 inhib – blocks human caspase-1 allosterically or competitively | AID 900 | P29466 | Potency, µM (top dose mostly 57.5 µM), inactives show at the top dose activity change, negative = inhibition, most hits filed as inhibitors | Caspase-1 enzyme, Ac-WEHD-AFC fluorogenic rate | hit rate 0.03% among 75,000;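 also: potency is read from the fitted curve at half-maximal effect; plate controls were vehicle for no effect and no substrate for full effect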
Luciferase inh – blocks Photinus pyralis firefly luciferase activity; purified firefly luciferase, luminescence, 8 min; Potency, µM (series often up to 57.1 µM), for the others: at the highest dose activity change, negative = inhibition, most hits filed as inhibitors; hit rate 2.2% among 72,000; also: potency is read from the fitted curve at half-maximal effect; % is scaled to controls: 0 for no effect and ±100 for the full control effect; nearly all actives have a fitted effect of over 40% in size
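Luminescence read-out after 8 min at room temperature; enzyme reaction used luciferin plus 10 uM ATP (linear range) in imidazole buffer pH 7.2 with KCl, MgCl2, Tween 20 and BSA. Each sample was run as a titration.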
ERK AVP inh – blocks ERK signaling stimulated by vasopressin. HEK293-V1b, vasopressin-stimulated pERK AlphaScreen. Potency, µM (doses to about 57.5 µM), for the others: at the highest dose activity, negative = inhibition, usual class: inhibitors. hit rate 0.99% among 72,000. AID 995; also: potency is read from the fitted curve at half-maximal effect; % is scaled to controls: 0 for no effect and ±100 for the full control effect; nearly all actives have a fitted effect of over 55% in size
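Overnight-seeded V1b-HEK293 cells in 1% FBS got compound, then vasopressin (25 nM final, 5 min, 37C), then lysis buffer. AlphaScreen detection of phospho-ERK; activity normalized to basal and full-stimulation controls.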
A350 fluor – compounds fluorescent in Alexa 350 spectral region; AID 590; max dye-equivalent concentration, M; Compound autofluorescence, 340/450 nm, Alexa 350 dye-equivalents; active compounds read high; hit rate 11% among 59,000; in the data active = max dye-equivalent concentration above about 10 nM; inconclusive = mostly about 1.1 nM to 9.6 nM
HEK293 cAMP cs – parental HEK293 cAMP activation (counter-screen); Potency, µM (titrated, usually from 57.1 µM), for the others: at the highest dose activation, most hits filed as activators; parental HEK293 CNG cAMP sensor, membrane potential fluorescence; hit rate 2.5% among 73,000; also: potency is read from the fitted curve at half-maximal effect; % of control where 0% means no effect; nearly all actives have a fitted effect of over 55% in size
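Parental HEK 293 cells stably expressing a cAMP-gated CNG channel were loaded with membrane potential dye containing 100 uM RO 20-1724 for 60 min. Compound added for 30 min; depolarization read as fluorescence intensity at 590 nm.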
The depositor's hits bear a star; i = inactive; u = inconclusive; x = not tested or not shown; & = joins results of further samples; [ ] = dose if it differs, or a comment. Unless noted, calls follow the shape of the dose curve; as a rule, active = well fitted curve in the direction sought with a large enough effect; inconclusive = small, poorly fitted or top-dose-only effect, or another doubt; inactive = no such curve, though single readings can be large; an effect the other way counts as inactive or inconclusive. A portion of the library; the hit share may differ from the screen's.

no.	Structure	Tau filament bind	TexasRed autofl	Rhodamine fluor	4-MU autofl	Fluorescein autfl	Caspase-7 inhib
1	COCC(C)NC(=O)c1ccccc1OC(C)=O (stereo not given)	-7%	i	i	i	i	0%
2	Cc1cccc(CNc2ncnc3ccc(-c4cccc(C#N)c4)cc23)c1	351%	i	i	i	i	-2%
3	CC1CCCN(S(=O)(=O)c2cc(Cl)ccc2Cl)C1 (stereo not given)	10%	i	i	i	i	-2%
4	CCn1c(SCc2cccc(C(=O)O)c2)nnc1-c1ccccc1	4%	i	i	i	i	1%
5	CCOc1ccccc1NC(=O)N1CCCC1C(=O)Nc1nnc(CC)s1 (stereo not given)	3%	i	i	i	i	-2%
6	COc1cccc(NC2=NCC(=O)N2Cc2cccs2)c1	-26%	i	i	i	i	-2%
7	CCn1c(SCC(=O)NC2CCCCC2)nc2c(c1=O)SC(C)C2 (stereo not given)	-1%	i	i	i	i	0%
8	COc1ccc(N(C(C)C(=O)NCc2ccco2)S(C)(=O)=O)cc1 (stereo not given)	6%	i	i	i	i	-3%
9	Cc1occc1-c1nnc(SCC(=O)NCc2cccs2)n1-c1ccc(F)cc1	8%	i	i	i	u	0%
10	c1ccc(-n2ncc3c(N4CCN(c5ccccn5)CC4)nc(N4CCCCCC4)nc32)cc1	-10%	i	i	i	i	-4%
11	CS(=O)(=O)N1CCC[C@@]2(CCN(c3ccccc3)C2)C1	-17%	i	i	i	i	-4%
12	CCOc1ccc(-c2cn(S(=O)(=O)c3cccc4nsnc34)nc2N)cc1	25µM*	i	i	i	i	-2%

no.	Caspase-1 inhib	Luciferase inh	ERK AVP inh	A350 fluor	HEK293 cAMP cs
1	0%	1%	-2%	u	1%
2	-3%	1%[2.29 µM]	u	i	u
3	-2%	0%	10%	i	u
4	2%	0%	6%	i	6%
5	0%	-3%	2%	i	6%
6	-5%	-1%	-5%	i	13%
7	0%	-1%	24%	i	u
8	-4%	0%	-21%	i	u
9	3%	5%	-27%	u	0%
10	1%	-1%	12%	i	8%
11	-3%	1%[11.4 µM]	-5%	i	13%
12	-1%	1%	u	i	-20%

More results.
no.	Structure	Tau filament bind	TexasRed autofl	Rhodamine fluor	4-MU autofl	Fluorescein autfl	Caspase-7 inhib
13	COc1ccccc1OCC(=O)Nc1ccc(S(=O)(=O)Nc2cc(C)nc(C)n2)cc1	x	i	i	i	i	x
14	Cc1ccc(-c2nnc3ccc(SCC(=O)Nc4cc(C)on4)nn23)cc1	-1%	i	i	3e-08M*	i	0%
15	COc1ccc(CCNC(=O)CN(c2ccc(OC)c(OC)c2)S(C)(=O)=O)cc1OC	-8%[11.4 µM]	x	x	x	x	2%
16	CC(C)Cn1c(CN2CCCCC2C)nc2c1c(=O)n(C)c(=O)n2C (stereo not given)	-2%	x	x	x	x	0%
17	Cc1ccc(Cc2c(C)nc3c(C(=O)O)cnn3c2C)cc1	16%	i	i	u	i	0%
18	CCCCOc1cc(C(=O)NCCN(CC)CC)c2ccccc2n1	-19%[25.6 µM]	i	i	i	u	2%
19	NCCOC[C@H](N)C(=O)O	1%[11.4 µM]	i	i	i	i	-2%[11.5 µM]
20	Clc1ccc(SCCn2cncn2)cc1	-3%	i	i	i	i	-1%
21	COCC(C)n1c(C)cc(C(=O)CN2C(=O)NC3(CCCCC3C)C2=O)c1C (stereo not given)	3%	i	i	i	u	0%
22	O=C1CN(C(=O)c2ccccn2)c2ccccc2N1	7%	u	i	u	u	0%
23	Cn1cccc1Cc1nnc(SCC(=O)Nc2ccc(F)cc2)n1CCc1ccccc1	20%	x	x	x	x	-3%
24	CC(=O)NCCNc1ncnc2ccc(-c3ccoc3)cc12	2%	i	i	6.2e-08M*	i	-19%

no.	Caspase-1 inhib	Luciferase inh	ERK AVP inh	A350 fluor	HEK293 cAMP cs
13	x	2%[25.5 µM]	x	i	x
14	2%	2%	10%	2.9e-08M*	-3%
15	-2%	2%	-7%	x	15%[11.4 µM]
16	-3%	0%	x	x	1%
17	1%	-1%	-8%	u	4%
18	1%	-1%&-2%&4%[25.5 µM]	14%	i	13%[25.6 µM]
19	-2%[11.5 µM]	0%[11.4 µM]	8%[11.5 µM]	i	4%[11.4 µM]
20	1%	0%	-20%	u	-2%
21	-1%	0%	1%	i	-1%
22	2%	1%	14%	u	u
23	-3%	0%	u	x	1%
24	-11%	4%[2.29 µM]	-3%	6.6e-08M*	21%

(more compounds)
no.	Structure	Tau filament bind	TexasRed autofl	Rhodamine fluor	4-MU autofl	Fluorescein autfl	Caspase-7 inhib
25	CCOC(=O)CSc1nc(-c2ccncc2)ccc1C#N	x	i	i	u	i	x
26	COC(=O)c1ccccc1NC(=O)Nc1ccc(C(=O)N2CCCC2)cc1	-8%	i	i	i	i	1%
27	CCOC(=O)c1sc(NCc2ccco2)c(-c2nc3ccccc3s2)c1N	10%	u	i	i	u	-8%
28	COc1ccc(C2CC3CC(c4ccccc4)N2O3)cc1 (stereo not given)	11%[11.4 µM]	x	x	x	x	0%
29	COc1ccccc1NC(=O)N1CCN(c2ccccn2)CC1	2%	x	x	x	x	0%
30	CSc1nnc2c3cc(F)ccc3n(Cc3ccccc3)c2n1	4%	i	i	2e-08M*	i	0%
31	O=c1c2ccccc2nc(SCc2cc(F)cc3c2OCOC3)n1Cc1ccco1	-10%	i	i	i	u	-1%
32	CCOC(=O)c1c(NC(=O)CNCCO)sc(C)c1C	10%	u	i	i	i	2%
33	COc1cccc(-c2noc(CCC(=O)NC3CCCCC3)n2)c1	8%	i	i	i	i	0%
34	COC(=O)CCn1nnc(-c2ccc(C(C)C)cc2)n1	-1%	i	i	i	u	-1%
35	CCOC(=O)CNC(=O)Cn1cnc2c(nnn2-c2ccc(F)cc2)c1=O	-6%	i	i	i	i	-1%
36	CCOC(=O)c1sc(C)c(C(=O)NCCCN2CCOCC2)c1N	-10%	i	i	u	u	1%

no.	Caspase-1 inhib	Luciferase inh	ERK AVP inh	A350 fluor	HEK293 cAMP cs
25	x	7.9µM*	x	u	x
26	-1%	1%	-20%	i	2%
27	-7%	-1%	-22%	i	-18%
28	-1%	0%	34%[activator]	x	-2%[11.4 µM]
29	-1%	0%	3%	x	u
30	0%	3%	-24%	2.7e-08M*	29%
31	1%	-1%	-9%	i	u
32	-2%	0%	-8%	i	23%
33	1%	3%	0%	i	21%
34	0%	13µM*	15%	i	12%
35	2%	3%	-4%	i	11%
36	-2%	-1%	-9%	u	4%

Full records from above. Screens in order: Tau filament bind	TexasRed autofl	Rhodamine fluor	4-MU autofl	Fluorescein autfl	Caspase-7 inhib	Caspase-1 inhib	Luciferase inh	ERK AVP inh	A350 fluor	HEK293 cAMP cs
Profile of `COC(=O)CCn1nnc(-c2ccc(C(C)C)cc2)n1` = -1%	i	i	i	u	-1%	0%	13µM*	15%	i	12%
Profile of `CCOC(=O)c1c(NC(=O)CNCCO)sc(C)c1C` = 10%	u	i	i	i	2%	-2%	0%	-8%	i	23%
Profile of `COc1ccccc1NC(=O)N1CCN(c2ccccn2)CC1` = 2%	x	x	x	x	0%	-1%	0%	3%	x	u
Profile of `COC(=O)c1ccccc1NC(=O)Nc1ccc(C(=O)N2CCCC2)cc1` = -8%	i	i	i	i	1%	-1%	1%	-20%	i	2%

(more compounds)
no.	Structure	Tau filament bind	TexasRed autofl	Rhodamine fluor	4-MU autofl	Fluorescein autfl	Caspase-7 inhib
37	C=CC[C@@H](C(=O)O)c1ccccc1	2%[11.4 µM]	i	i	i	u	-2%[11.5 µM]
38	O=C(c1cc(C(F)(F)F)cc(C(F)(F)F)c1)N1CCC2(CC1)CN(c1ccncc1)C2	38%	i	i	i	i	0%
39	CC1=C(C#N)C(c2ccoc2)C(C(=O)OCc2ccccc2)=C(N)S1 (stereo not given)	0%	i	i	i	i	-4%
40	O=C(Cn1cc2c(n1)CCCCC2)NCc1cccs1	2%	x	x	x	x	-2%
41	CCCCOC(=O)c1ccc(NC(=O)CSc2nncn2C)cc1	x	i	i	i	u	x
42	CC(=O)OCC1=C(C(=O)O)N2C(=O)[C@@H](NC(=O)Cc3cccs3)[C@@H]2SC1	5%[25.6 µM]	i	i	u	u	-2%[25.7 µM]
43	CC1(Cc2ccc3c(c2)OCO3)NC(=O)NC1=O (stereo not given)	-6%	i	i	i	i	0%
44	O=C(CCC(=O)NC1CC1)Nc1nnc(C2CCCCC2)s1	0%	i	i	i	i	2%
45	Cc1c(Cl)c(S(N)(=O)=O)cc2c1=NC=NS=2(=O)O	12%[11.4 µM]	u	i	i	u	4%[11.5 µM]
46	Cn1c(=O)n(C)c2cc(NC(=O)c3cc4ccccc4o3)ccc21	37%	i	i	i	i	0%

no.	Caspase-1 inhib	Luciferase inh	ERK AVP inh	A350 fluor	HEK293 cAMP cs
37	1%[11.5 µM]	0%[11.4 µM]	-7%[11.5 µM]	i	7%[11.4 µM]
38	-2%	0%[11.4 µM]	2%	i	u
39	-3%	0%	21%	i	u
40	2%	-8%	-17%	x	4%
41	x	-9%[25.5 µM]	x	i	x
42	1%[25.7 µM]	9%[25.5 µM]	6%[25.7 µM]	u	2%[25.6 µM]
43	0%	3%	-12%	i	-1%
44	0%	-5%	12%	i	17%
45	3%[11.5 µM]	-1%[11.4 µM]	4%[11.5 µM]	i	11%[11.4 µM]
46	-1%	-12%	-17%	i	0%

Screening data (PubChem)
